TrxR1 substrate: is turned over as a substrate by rat TrxR1 | O89049 | purified TrxR1 substrate turnover, NADPH consumption readout | Potency, µM (highest dose often 114 µM), without a hit: top-dose activity change, negative = substrate turnover | 390,000 compounds, 0.01% hits; note: potency is the fitted concentration of half-maximal effect; % is set by controls: 0 for no effect and ±100 for the full control effect; nearly all actives have a fitted effect of over 50% in size
Target sequence (O89049 whole entry, looked up): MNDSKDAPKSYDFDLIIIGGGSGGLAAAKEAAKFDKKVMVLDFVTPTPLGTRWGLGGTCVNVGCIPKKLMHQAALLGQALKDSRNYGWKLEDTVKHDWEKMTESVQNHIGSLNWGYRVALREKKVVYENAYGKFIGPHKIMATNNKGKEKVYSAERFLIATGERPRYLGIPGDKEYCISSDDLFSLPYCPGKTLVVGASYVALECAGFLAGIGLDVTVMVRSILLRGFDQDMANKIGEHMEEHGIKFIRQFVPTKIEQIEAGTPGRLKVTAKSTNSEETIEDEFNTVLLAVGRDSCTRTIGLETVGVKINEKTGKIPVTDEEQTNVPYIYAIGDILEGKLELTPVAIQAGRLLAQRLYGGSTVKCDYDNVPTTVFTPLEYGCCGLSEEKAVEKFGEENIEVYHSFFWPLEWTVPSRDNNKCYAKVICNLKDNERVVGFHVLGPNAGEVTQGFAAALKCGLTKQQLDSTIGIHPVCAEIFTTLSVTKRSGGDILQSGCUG
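Rat TrxR1, dispensed at 90 nM, was prereduced with 400 uM NADPH (final) for 5 min at ~22 deg C, then incubated with compound 15 min before 400 uM selenite. A first-read NADPH fluorescence drop versus no-compound background flagged substrates.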
GLS inh: blocks human kidney-isoform glutaminase activity. 410,000 compounds, 0.21% hits. Potency, µM (doses to about 45.5 µM), for the others: at the top dose activity change, negative = inhibition, most hits filed as inhibitors. GLS enzymatic activity, qHTS titration. O94925; note: potency is the fitted concentration of half-maximal effect; % is set by controls: 0 for no effect and ±100 for the full control effect
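Glutamate formation by hKGA was monitored fluorometrically using coupled glutamate oxidase, HRP and Amplex Red. Substrate was added as 1 mM L-glutamine solution; incubation was 30 min at RT after an initial read.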
USP1-UAF1 inh: USP1/UAF1 (human) deubiquitinase inhibition; recombinant USP1/UAF1, Ub-Rhodamine cleavage fluorescence; 390,000 compounds, 0.23% hits; AID 743255; Potency, µM (doses to about 57.1 µM), for the others: at the highest dose activity change, negative = inhibition, hits mostly inhibitors; O94782; note: potency is the fitted concentration of half-maximal effect; % is set by controls: 0 for no effect and ±100 for the full control effect; nearly all actives have a fitted effect of over 60% in size; inactives centre near -12
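1 nM enzyme complex + cpd, 15 min RT; start with Ub-Rho 150nM final; kinetic fluorescence ex 480/em 540, 6 reads q60 s. Buffer 50mM HEPES pH 7.8, 0.5mM EDTA, 0.1 mg/ml BSA, 1mM TCEP, 0.01% Tween-20.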
IDH1 R132H inh: inhibitors of human mutant IDH1 R132H; O75874; IDH1-R132H enzyme, NADPH consumption, diaphorase/resazurin fluorescence; Potency, µM (highest dose often 76.6 µM), without a hit: at the highest dose activity change, negative = inhibition, usual class: inhibitors; 390,000 compounds, 0.093% hits; note: potency is the fitted concentration of half-maximal effect; % is set by controls: 0 for no effect and ±100 for the full control effect; nearly all actives have a fitted effect of over 65% in size
Target sequence (O75874 whole entry R132H, stated change not applied): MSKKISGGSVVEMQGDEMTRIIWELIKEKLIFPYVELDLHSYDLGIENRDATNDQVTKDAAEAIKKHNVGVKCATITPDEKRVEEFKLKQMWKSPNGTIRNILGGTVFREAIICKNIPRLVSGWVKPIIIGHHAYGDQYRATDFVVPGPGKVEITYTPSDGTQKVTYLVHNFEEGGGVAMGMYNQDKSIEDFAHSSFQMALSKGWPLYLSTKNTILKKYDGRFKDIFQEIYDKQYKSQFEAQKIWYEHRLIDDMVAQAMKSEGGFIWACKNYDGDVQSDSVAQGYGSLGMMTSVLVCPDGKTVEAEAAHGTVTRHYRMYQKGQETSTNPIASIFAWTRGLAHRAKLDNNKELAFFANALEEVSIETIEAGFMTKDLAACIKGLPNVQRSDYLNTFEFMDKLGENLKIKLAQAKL
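IDH1-R132H (0.5 ug/mL dispensed) in pH 7.5 Tris buffer was preincubated 30 min with compound, then given a substrate mix of 0.016 mM NADPH and 2 mM alpha-KG for 80 min at room temperature; remaining NADPH was read by diaphorase/resazurin fluorescence.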
Pin1 inh: inhibitors of human Pin1; Pin1 FP peptide displacement, HiFluor488, 10 min; Potency, µM (titrated, usually from 115 µM), without a hit: at the top dose activity, negative = inhibition, most hits filed as inhibitors; 390,000 compounds, 0.009% hits; AID 504891; active = well fitted inhibition curve with a large enough effect in the polarisation, with a control signal flat, not every such curve was filed as active; inconclusive = small, poorly fitted or top-dose-only effect, or effect the other way, or a change in a side signal; inactive = no such curve, though single readings can be large or run the other way; the % refers to the polarisation; note: potency is the fitted concentration of half-maximal effect; % is set by controls: 0 for no effect and ±100 for the full control effect
PGK inhibitor: T. brucei PGK inhibition. PGK/GAPDH coupled, Kinase-Glo luminescence, 60 min. P07378. Potency, µM (series often up to 57.5 µM), for the others: top-dose activity change, negative = inhibition, actives largely listed as inhibitors. 380,000 compounds, 0.043% hits. AID 602233; note: potency is the fitted concentration of half-maximal effect; % is set by controls: 0 for no effect and ±100 for the full control effect; nearly all actives have a fitted effect of over 60% in size
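Recombinant glycosomal PGK reaction used 1,3-bisphosphoglycerate generated in-well by GAPDH (100nM final) in 100mM TEA pH 7.6, 5mM MgCl2, 0.01% Tween-20. After 60 minutes at room temperature, ATP was read by Kinase-Glo Plus luminescence end-point.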
HP1b binding inh: inhibitors of HP1-beta chromodomain binding to methylated histone tails | P83916 | AlphaScreen HP1-beta / biotin-H3K9me3 peptide binding | Potency, µM (doses to about 114 µM), for the others: at the highest dose activity change, negative = inhibition, most hits filed as inhibitors | 390,000 compounds, 0.56% hits; note: potency is the fitted concentration of half-maximal effect; nearly all actives have a fitted effect of over 70% in size; inactives centre near 23
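AlphaScreen: HP1-beta (50 nM) preformed 30 min with biotin-H3(1-18)K9me3 peptide (50 nM) in PBS pH 7.4, 0.01% Tween-20. Compound added for 30 min at RT, then streptavidin donor/nickel chelate acceptor beads (10 ug/mL) for 30 min.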
rTrxR1 inhibitor: rat TrxR1 inhibition. recombinant rTrxR1, NADPH fluorescence consumption, selenite substrate. Potency, µM (top dose mostly 114 µM), without a hit: at the highest dose activity change, negative = inhibition, most hits filed as inhibitors. 390,000 compounds, 1% hits; note: potency is the fitted concentration of half-maximal effect; % is set by controls: 0 for no effect and ±100 for the full control effect; nearly all actives have a fitted effect of over 65% in size
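Rat TrxR1 (90 nM in the dispensed reagent) was pre-reduced with 400 uM NADPH for 5 min at room temperature, then incubated with compound for 15 min. After 400 uM selenite was added, NADPH fluorescence (Ex 340/Em 450 nm) was followed for 8 min.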
PI4K2A inh: PI4K2A (human) kinase inhibition; Q9BTU6; purified PI4K2A, ADP-Glo luminescence, 1 h; hits give low values; activity change, negative = inhibition, % at 76.9 µM; 420,000 compounds, 0.13% hits; AID 1346378; in the data active = activity change below about -50%; inconclusive = mostly about -30% to -49%;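 note: -100% = wells without enzyme as full effect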
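ADP-Glo luminescence measured ADP generated by PI4K2A enzyme (4 ug/mL before mixing) with 1.2 mM PI substrate (pre-mix) and 300 microM ATP (pre-mix). Tris pH7.5 buffer with MgCl2, Triton X-100; 1 h reaction at ambient temperature.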
Numbers without * were called inactive; i = inactive; u = inconclusive; x = not tested or not shown; & = joins results of further samples; [ ] = dose if it differs, or a comment. Unless noted, calls come from the whole dose curve; as a rule, active = well fitted curve in the direction sought with a large enough effect; inconclusive = small, poorly fitted or top-dose-only effect, or another doubt; inactive = no such curve, though single readings can be large; an effect the other way counts as inactive or inconclusive. Only part of the results is shown, so the mix of outcomes need not match the whole.

SMILES	TrxR1 substrate	GLS inh	USP1-UAF1 inh	IDH1 R132H inh	Pin1 inh	PGK inhibitor	HP1b binding inh	rTrxR1 inhibitor	PI4K2A inh
CN1CCN(C(=O)COc2ccc(Oc3ccccc3)cc2)CC1	-1%	-2%	-10%	0%	-9%	-6%	10%	18%	-2
CC(NS(=O)(=O)OCC(Cl)(Cl)Cl)c1ccccc1 (stereo not drawn)	5%[57.1 µM]	16%	10%	-8%	-14%	0%	48%[activator]	18%[57.1 µM]	-4
Cc1c(C)c2ccc(OCC(=O)N3CCN(Cc4ccccc4)CC3)cc2oc1=O	-3%	8%	-7%	-18%	-1%	4%	28%	-24%	2
CCCN1C2CCCC1CC(NC(C)=O)C2 (stereo not drawn)	-5%	-8%	-24%	3%	-1%	0%	44%[activator]	-6%	-5
CSc1ccc(C(=O)C2CCCN(Cc3cnc(SC)nc3)C2)cc1 (stereo not drawn)	-6%	0%	-11%	-6%	-1%	-5%	16%	18%	-3
N#Cc1ccc(NC(=O)CN2CCN(C(=O)c3cccs3)CC2)cc1Cl	-5%	1%	-14%	6%	1%	i	29%	5%	-1
Cc1ccc(-c2ccc(=O)n(CC(=O)N3CCC4(CC3)OCCO4)n2)cc1	4%	2%	-15%	22%	2%	i	28%	25%	2
CN(C(=O)Cc1ccc(Cl)c(Cl)c1)C(CN1CCCC1)c1cccc(OCC(=O)O)c1 (stereo not drawn)	8%[57.1 µM]	17%	-27%	-2%	0%	8%	48%[activator]	11%[57.1 µM]	4&1
CCOC(=O)CC1=C(C(=O)OCC)C2(C(=O)N1CC(=O)OC)C(C#N)=C(N)Oc1ccccc12 (stereo not drawn)	-3%	3%	-9%	3%	0%	i	4%	3%	0
c1ccc(Cn2ccnc2)cc1	8%	-6%	-27%	10%	2%	i	57%[activator]	14%	-2
O=C(Cc1c[nH]c2ccccc12)NNCc1ccc(N(CCCl)CCCl)cc1	-2%[2.29 µM]	35%[activator]	-20%	2%	17%	-5%	11%[57 µM]	-52%[57.1 µM]	-7
O=P(Nc1cccc(Cl)c1)(Oc1ccccc1)Oc1ccccc1	3%	-2%	-27%	-6%	-3%	-7%	81%[activator]	12%	1
COc1ccc(C2=CC(c3ccc4c(c3)OCO4)c3c(c4ccccc4oc3=O)O2)cc1OC (stereo not drawn)	6%[11.4 µM]	3%	-10%	-1%	14%	-2%	-7%	15%[11.4 µM]	-2
Cc1ccc(CNc2cc(C)nc3nc(-c4ccc(C)cc4)nn23)cc1	-1%[57.1 µM]	-14%	-15%	0%	u	i	14%[57 µM]	22%[57.1 µM]	3
CCN(CC)S(=O)(=O)c1cccc(N=Nc2c(O)n(CC)c(=S)n(CC)c2=O)c1	-8%	0%	-20%	-4%	2%	7%	u	-2%	-1
Cc1ccc(-n2nc(C)c3c2NC(=O)CSC3c2ccc(O)cc2)cc1Cl (stereo not drawn)	-12%	24%	-17%	x	2%	x	u	7%	-4
C[C@@H]1CN([C@@H](C)CO)C(=O)CCCn2cc(nn2)CO[C@H]1CN(C)C(=O)Oc1ccc2ccccc2c1	x	-5%	-16%	-5%	x	10%	x	x	-3
CN1CC=C(/C=C/c2ccc(-c3ccccc3)cc2)CC1	4%	-3%	-17%	-1%	1%	-1%	22%	0%	1
CCOC(=O)C1(CCc2ccccc2)CCN(Cc2ccc3c(c2)OCCO3)CC1	-6%[57.1 µM]	2%	-5%	3%	0%	-1%	8%	-2%[11.4 µM]	7
O=c1c2ccccc2nc(-c2ccco2)n1-c1ccccn1	-12%	0%	-7%	-2%	-1%	i	8%	3%[57.1 µM]	-4
Cc1nc2c(-c3ccc(F)cc3)c(C)nn2c(C)c1CCC(=O)N1CCC2(CC1)OCCO2	-6%	-8%	-10%	0%	-2%	-4%	23%	-12%	-2
Nc1nonc1OCCCCOc1nonc1N	4%[57.1 µM]	-4%	-25%	13%	1%	-6%	17%	25%[57.1 µM]	-1
COc1ccc(CNCCc2c[nH]c3ccccc23)cc1OC	4%	25%	-11%	14%	-4%	x	-31%	-3%	-2
CCCCOC(=O)c1ccc(NC(=O)c2c(O)[nH]c(=O)[nH]c2=O)cc1	7%[57.1 µM]	3%	-31%	4%	-1%	-8%	36%	4%[57.1 µM]	-1
CCOC(=O)c1c(C)n(Cc2ccc(F)cc2)c2ccc(O)cc12	-5%	2%	-5%	5%	0%	-9%	-2%	20%	1
Additional compounds:
SMILES	TrxR1 substrate	GLS inh	USP1-UAF1 inh	IDH1 R132H inh	Pin1 inh	PGK inhibitor	HP1b binding inh	rTrxR1 inhibitor	PI4K2A inh
CC(C)CCOP(N)(=O)Oc1ccccc1 (stereo not drawn)	6%	-7%	-15%	-3%	2%	1%	17%	11%	4
CC(C)Sc1nnc([C@@H](N)Cc2c[nH]c3ccccc23)o1	4%[57.1 µM]	18%	-20%	7%	6%	6%	31%	3%[57.1 µM]	2
COc1ccc(-n2c(SC)nc3ccccc3c2=O)cc1	-3%	9%	-21%	6%	-5%	-9%	34%	4%	-1
COc1ccc(N=C(C)c2c(O)[nH]c(=O)[nH]c2=O)cc1	-4%	3%	-22%	1%	-3%	i	44%[activator]	16%	-6
CCCN1CCC[C@H](c2cccc(O)c2)C1	8%[57.1 µM]	14%&54%	6%	-3%	1%	4%	55%[activator]	12%[57.1 µM]	1&1
O=c1[nH]c(=O)n(-c2ccccc2F)c(O)c1/C=C1\C=Nc2ccccc21	10%[57.1 µM]	4%	u	13%	u	-6%	13%	-1%[57.1 µM]	-12
CCCCC(CC)COC(=O)CCCCC(=O)OCC(CC)CCCC (stereo not drawn)	8%	5%	-24%	8%	2%	-9%	146%[activator]	26%	1
COC(=O)C1=C(c2cccc(OC)c2OC)C[C@@H]2CC[C@H]1N2C(=O)NC1CCCCC1	0%[57.1 µM]	1%	0%	19%	-1%	0%	30%	4%	9
CC(=NCc1ccc2c(c1)OCO2)c1c(O)[nH]c(=O)[nH]c1=O	4%	-4%	-18%	4%	-2%	-10%	-17%	7%[57.1 µM]	-22
COc1cc(C2c3cc4c(c(O)c3CC3COC(=O)C32)OCO4)cc(OC)c1O (stereo not drawn)	0%	x	x	x	15%	x	19%	-7%	x
COC(=O)[C@]1(C)N[C@H](CN(C)S(=O)(=O)c2ccc(-c3ccccc3)cc2)[C@@H]2C(=O)N(Cc3ccccc3)C(=O)[C@@H]21	0%	6%	-26%	-4%	17%	-4%	50%[activator]	21%	-8
CC1=NN(c2ccccc2)C(=O)/C1=C/c1c(O)[nH]c(=O)[nH]c1=O	-10%[57.1 µM]	u	-20%	1%	-2%	3%	25%	-12%[57.1 µM]	u
CCCOC(=O)Nc1ccc([As](=O)(O)O)cc1NC(=O)OCCC	-6%	5%	-8%	-6%	-3%	7%	43%[activator]	0%	3
CCOC(=O)c1c(-c2ccc(OC)cc2)oc2ccc(OC(=O)N(C)C)cc12	602%[activator]	-12%	u	6%	0%	-1%	115%[activator]	169%[activator]	1
Cc1cccc(OP(=O)(Oc2ccccc2)OC(c2ccccc2)C(F)(F)F)c1 (stereo not drawn)	2%	-2%	-18%	0%	4%	-3%	183%[activator]	15%	2
CC1(C)C(C(=O)N2CCN(c3ccc(Cl)cc3)CC2)C1(C)C	-4%	8%	-17%	2%	7%	i	24%	7%	0
CCC(CC)NCc1c[nH]c2ccccc12	0%	7%	-21%	-7%	9%	-5%	-30%	-23%	-1
C[C@]12CC[C@H](O)C[C@H]1CC[C@@H]1[C@@H]2C[C@@H](O)[C@]2(C)[C@@H](C3=CC(=O)OC3)CC[C@]12O	-5%	0%	-28%	15%	-1%	-9%	59%[activator]	-20%	2
c1ccc2c(c1)Sc1ccccc1N2CC1CN2CCC1CC2 (stereo not drawn)	3%	-6%&-5%	-11%	0%	7%	0%	5%	0%	-4&-1
O=Nc1c(-c2ccccc2)n(O)[n+]([O-])c1-c1ccccc1	x	5%	u	3%	x	1%	x	x	-6
CN1CCc2cc3c(c4c2C1Cc1ccccc1-4)OCO3 (stereo not drawn)	3%	44%[activator]	u	14%	u	-7%	10%	11%	-6
CC(=NCc1ccco1)c1c(O)n(-c2ccc(C)cc2)c(=O)[nH]c1=O	-6%	-2%	-6%	7%	0%	-3%	14%	-22%	5
COc1cccc2c1N=C1CCCC3CN(C(C)=O)CCC123 (stereo not drawn)	5%[57.1 µM]	1%	u	-7%	5%	4%	22%[57 µM]	6%[57.1 µM]	1
COc1ccccc1CNCC(=O)Nc1cc(S(=O)(=O)N2CCCCC2)ccc1C	7%[57.1 µM]	4%	0%	-1%	-1%	i	u	11%	3
Nc1c(C(=O)OCc2ccccc2)c2nc3ccccc3nc2n1Cc1cccs1	60%[activator][57.1 µM]	4%	-25%	3%	29%	-1%	91%	-17%[57.1 µM]	-2
